hcGAS lum = inhibitors of human cGAS. hit rate 0.081% among 290,000. Q8N884. AID 1259398. inhibition, % at 12.5 µM. recombinant h-cGAS, ATP depletion, Kinase-Glo luminescence;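 further: 0% = vehicle reaction and 100% = reaction without DNA for no activity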
Target sequence (Q8N884 whole entry, looked up): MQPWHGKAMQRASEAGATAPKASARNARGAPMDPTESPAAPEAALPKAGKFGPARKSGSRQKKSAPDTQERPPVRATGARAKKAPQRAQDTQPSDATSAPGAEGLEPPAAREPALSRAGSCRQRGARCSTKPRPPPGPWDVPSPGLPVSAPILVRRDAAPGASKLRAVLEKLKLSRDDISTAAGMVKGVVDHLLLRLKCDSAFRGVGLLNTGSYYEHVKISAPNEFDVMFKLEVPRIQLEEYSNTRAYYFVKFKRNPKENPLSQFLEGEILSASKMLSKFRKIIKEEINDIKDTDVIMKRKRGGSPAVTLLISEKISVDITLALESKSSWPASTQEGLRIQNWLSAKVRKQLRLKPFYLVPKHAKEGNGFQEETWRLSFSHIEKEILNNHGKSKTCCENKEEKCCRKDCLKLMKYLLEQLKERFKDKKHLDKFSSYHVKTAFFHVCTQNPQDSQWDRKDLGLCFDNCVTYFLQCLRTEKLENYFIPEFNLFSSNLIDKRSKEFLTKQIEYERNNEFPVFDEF
mcGAS inh = inhibitors of mouse cGAS. Q8C6L5. hit rate 0.15% among 160,000. inhibition, % at 12.5 µM. recombinant cGAS, Kinase-Glo ATP depletion luminescence;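 further: 0% = negative control wells and 100% = reference inhibitor with no enzyme activity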
NPYLR7 agonist = activates Aedes aegypti NPYLR7 receptor; HEK293T NPYLR7/Galpha15, GCaMP6s calcium fluorescence; activation, % at 10 µM; hit rate 0.15% among 270,000; AID 1259423; in the data active means activation above about 40%;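 further: 0% = vehicle and 100% = reference agonist at the receptor; some compounds past the cut are filed as inactive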
Active calls of the source: *; / = no result given; & = joins results of further samples. Unless noted, no stated cut-off is given here; in the data, active means inhibition above about 40%; inactive means the rest.

SMILES	hcGAS lum	mcGAS inh	NPYLR7 agonist
COCCN(Cc1cnn(C)c1)C(=O)c1c(C)nn(-c2ccc(F)cc2)c1C	1	1	-9
COCCN(CC1CN(C(=O)NCc2ccccc2)CCO1)C(=O)c1ccc(C)cc1 (centres undefined)	-7	-6	/
CC1CC(C)CN(CCCNC(=O)C2CCN(S(C)(=O)=O)CC2)C1 (centres undefined)	13	3	/
CCc1c(C(=O)NC(C)CC#N)cnn1-c1ccccc1 (centres undefined)	-8	/	9
COc1c(Br)cc(Br)cc1/C=C1\NC(=S)NC1=O	-1	2	-10
CC(C(=O)c1ccc(-c2ccccc2)cc1)[n+]1cccc(C(N)=O)c1 (centres undefined)	0	/	-11
COC(=O)c1cc(Cc2ccc(N)c(C(=O)OC)c2)ccc1N	-6	/	-10
CCOC(=O)C(C)NC(=O)C12CC3CC(CC(C3)C1)C2 (centres undefined)	-1	-2	/
CCCC(C)(C)C(=O)N1CCC1(C)C(=O)Nc1ccc(C)cc1 (centres undefined)	-9	/	3
O=C(NCc1ccoc1)Nc1cccc(Cl)c1F	-7	-12	4
CNC(=O)c1ccc(C2CCCN2C(=O)c2cn[nH]n2)s1 (centres undefined)	-2	-16	2
CC(C)(C)c1cc2nc(C(=O)NCCN3CCCCC3)cc(-c3ccccc3F)n2n1	-2	-1	1
O=C(NCc1ccccc1)c1cnn2c1NC(c1ccco1)CC2C(F)(F)F (centres undefined)	-4	-5	-3
NC1=NC(=O)SC1=Cc1ccc(Cl)cc1	-2	/	-4
Cc1ccsc1[C@@H]1CCN(Cc2cnc(-c3ccco3)nc2)C[C@H]1O	-8	/	11
Cc1cc([C@@H]2C[C@H](NC(=O)c3ccccc3)C[C@H](CC(C)C)O2)n[nH]1	0	-12	2
CCCN(CCC)C(=O)c1cc(-c2cccc(OC)c2)nc2cc(C(C)(C)C)nn12	-9	-9	8
O=C(Nc1ccc(F)cc1F)C(C1CCCC1)N1CCN(C(=O)c2ccccc2Cl)CC1 (centres undefined)	-6	-3	6
CN(Cc1noc(C2CCC2)n1)C(=O)[C@H]1CNC[C@@H](C(=O)N2CCOCC2)C1	-13	-7	/
CCC(=O)Nc1cccc(C(=O)N(C)C(C)Cc2ccccc2OC)c1 (centres undefined)	-2	-10	-2
O=C(Nc1ccc(N2CCc3sccc3C2)nc1)C1CCCO1 (centres undefined)	-11	-5	6
CC(NCc1cccnc1)C12CC3CC(CC(C3)C1)C2 (centres undefined)	-5	-4	/
CCOC(=O)C(C)n1cnc2c1c(=O)n(C1CCCC1)c(=O)n2-c1ccc(F)cc1F (centres undefined)	-4	-5	/
C=CCN1C(=O)NC(c2ccccc2C(F)(F)F)C2=C1CN(C(C(=O)N1CCCC(C(=O)OCC)C1)c1ccccc1)C2=O (centres undefined)	0	-5	/
CCN(CC)S(=O)(=O)c1ccc(OC)c(N2CCN(C(=O)c3c(Cl)cccc3Cl)CC2)c1	-3	-6	26
CCN(Cc1csc(COc2cc(C)cc(C)c2C)n1)C(=O)c1ccc(OC)cc1	-6	-5	16
CC(Oc1ccccc1Cl)C(=O)N1CCOC(COCc2ccccc2F)C1 (centres undefined)	-4	/	27
CCN(CC)S(=O)(=O)c1ccc2c(c1)nc(SCC#N)n2C(C)C	-5	-6	3
COc1cccc(-n2nc(C(=O)NCc3ccccn3)c(=O)n(Cc3ccccc3Cl)c2=O)c1	-4	-4	4
CCc1c(C)nn(-c2ccc(C(=O)NCCc3cccs3)cc2)c1C	-5	-5	-7
Cc1nn(-c2ccccc2)c2nc(C3CCOCC3)nc(N3CCN(C(=O)c4ccco4)CC3)c12	-6	-7	/
CCN1CCN(C(=O)C2CCCN(S(=O)(=O)c3cn(C(C)C)cn3)C2)CC1 (centres undefined)	6	0	/
Cc1oc(-c2ccccc2)nc1CSc1nc(-c2cccnc2)cc(=O)[nH]1	-3	-5	-1
O=C(O)c1cccc([N+](=O)[O-])c1C(=O)NC1=NCCS1	-6	/	-18
COC(=O)c1ccc(CN2CCCC(C(=O)c3ccccc3SC)C2)cc1 (centres undefined)	3	-1	-12
CC(C)Cc1cn([C@@H]2CN[C@H](C(=O)O)C2)nn1	-5	/	5
Cc1ccc2c(c1)SC(C(=O)N(Cc1ccc(O)cc1)C1CC1)C2 (centres undefined)	1	-1	-3
CCN(CC)CCOc1cc(NC(=O)C2=NN(C)C(=O)CC2)ccc1OC	9	/	-4
COc1cccc2c1OCC(C(=O)N(C)Cc1ccno1)C2 (centres undefined)	0	/	0
Cc1c(C)n2c3c(=O)n(CC(C)C)c(=O)n(C)c3nc2n1C	0	/	3

A second format for 20 compounds above.
Every second line gives: hcGAS lum | mcGAS inh | NPYLR7 agonist
O=C(Nc1ccc(F)cc1F)C(C1CCCC1)N1CCN(C(=O)c2ccccc2Cl)CC1 (centres undefined)
  -6 | -3 | 6
CN(Cc1noc(C2CCC2)n1)C(=O)[C@H]1CNC[C@@H](C(=O)N2CCOCC2)C1
  -13 | -7 | /
CCC(=O)Nc1cccc(C(=O)N(C)C(C)Cc2ccccc2OC)c1 (centres undefined)
  -2 | -10 | -2
O=C(Nc1ccc(N2CCc3sccc3C2)nc1)C1CCCO1 (centres undefined)
  -11 | -5 | 6
CC(NCc1cccnc1)C12CC3CC(CC(C3)C1)C2 (centres undefined)
  -5 | -4 | /
CCOC(=O)C(C)n1cnc2c1c(=O)n(C1CCCC1)c(=O)n2-c1ccc(F)cc1F (centres undefined)
  -4 | -5 | /
C=CCN1C(=O)NC(c2ccccc2C(F)(F)F)C2=C1CN(C(C(=O)N1CCCC(C(=O)OCC)C1)c1ccccc1)C2=O (centres undefined)
  0 | -5 | /
CCN(CC)S(=O)(=O)c1ccc(OC)c(N2CCN(C(=O)c3c(Cl)cccc3Cl)CC2)c1
  -3 | -6 | 26
CCN(Cc1csc(COc2cc(C)cc(C)c2C)n1)C(=O)c1ccc(OC)cc1
  -6 | -5 | 16
CC(Oc1ccccc1Cl)C(=O)N1CCOC(COCc2ccccc2F)C1 (centres undefined)
  -4 | / | 27
CCN(CC)S(=O)(=O)c1ccc2c(c1)nc(SCC#N)n2C(C)C
  -5 | -6 | 3
COc1cccc(-n2nc(C(=O)NCc3ccccn3)c(=O)n(Cc3ccccc3Cl)c2=O)c1
  -4 | -4 | 4
CCc1c(C)nn(-c2ccc(C(=O)NCCc3cccs3)cc2)c1C
  -5 | -5 | -7
Cc1nn(-c2ccccc2)c2nc(C3CCOCC3)nc(N3CCN(C(=O)c4ccco4)CC3)c12
  -6 | -7 | /
CCN1CCN(C(=O)C2CCCN(S(=O)(=O)c3cn(C(C)C)cn3)C2)CC1 (centres undefined)
  6 | 0 | /
Cc1oc(-c2ccccc2)nc1CSc1nc(-c2cccnc2)cc(=O)[nH]1
  -3 | -5 | -1
O=C(O)c1cccc([N+](=O)[O-])c1C(=O)NC1=NCCS1
  -6 | / | -18
COC(=O)c1ccc(CN2CCCC(C(=O)c3ccccc3SC)C2)cc1 (centres undefined)
  3 | -1 | -12
CC(C)Cc1cn([C@@H]2CN[C@H](C(=O)O)C2)nn1
  -5 | / | 5
Cc1ccc2c(c1)SC(C(=O)N(Cc1ccc(O)cc1)C1CC1)C2 (centres undefined)
  1 | -1 | -3

The list goes on.
SMILES	hcGAS lum	mcGAS inh	NPYLR7 agonist
CCCCCN(CC(=O)Nc1cc(C(C)(C)C)nn1-c1ccccc1Cl)C(=O)c1cc(C(F)(F)F)cc(C(F)(F)F)c1	-7	-5	16
COc1nc(-c2ccc(C)cc2)n(-c2ccc(NC(=O)C3CCC3)cc2)n1	-3	-6	12
OC(CNc1ncccn1)c1ccccc1 (centres undefined)	-4	/	-6
CCOC(=O)C1C(=O)C=C(c2ccc(OC)c(OC)c2)CC1c1cccc(F)c1 (centres undefined)	-6	-4	13
CCNc1nc(Cl)nc(NCCN2CCOCC2)n1	-5	-4	9
CCn1cc(C(CC(=O)NCCc2ccccn2)c2cc(OC)cc(OC)c2)c2ccccc21 (centres undefined)	-2	-3	1
O=C(CCc1cc2c(n1-c1ccc3c(c1)OCO3)-c1ccccc1CC2)NCCOc1ccccc1	-1	-6	23
COc1ccccc1C(=O)N(CC(=O)N1CCc2sccc2C1c1ccc(Cl)cc1Cl)Cc1ccc(F)cc1 (centres undefined)	0	-4	21
CCOC(=O)c1sc(NC(=O)CC)nc1-c1ccccc1	-4	-4	-5
CCOC(=O)CNc1c(-c2ccccc2Cl)nc2ccc(Cl)cn12	-6	-6	0

Next part, overlapping the part above by 2 compounds.
SMILES	hcGAS lum	mcGAS inh	NPYLR7 agonist
CCOC(=O)c1sc(NC(=O)CC)nc1-c1ccccc1	-4	-4	-5
CCOC(=O)CNc1c(-c2ccccc2Cl)nc2ccc(Cl)cn12	-6	-6	0
CCC(C(=O)NC(C)C)n1nc(C)n2c(cc3sccc32)c1=O (centres undefined)	-8	-4	-1
Cc1ccccc1CC(=O)NC1CCc2[nH]c3c(C)c(C)ccc3c2C1 (centres undefined)	-3	-7	29
O=C(CSc1ccccc1)NC1CC(=O)N(CCc2ccccc2)C1 (centres undefined)	-8	/	14
Cc1cc(C)cc(OCCCN(C)C(=O)c2nn(C)c(=O)c3ccccc23)c1	-1	-16	5
Cn1c(-c2ccco2)nnc1S(=O)(=O)CCCCC#N	-4	-12	-4
CC(=O)c1ccc2c(c1)N(Cc1ccccc1)C(=O)C(C)S2 (centres undefined)	-5	/	6
CC(C)C(c1nnnn1C1CCCCC1)N1CCCCC1 (centres undefined)	2	/	2
Cc1ccc(/C=C2/NC(=S)NC2=O)c(C)c1	-2	-2	3
COc1ccc(CNC(=O)c2cnn3c(C(F)(F)F)cc(-c4ccco4)nc23)cc1	0	1	-5
CCN(Cc1ccccc1)C(=O)c1cccc(C)c1O	-9	-6	5
CC1C(=O)N(c2ccc(Cl)cc2Cl)CCN1C(=O)c1ccc(F)cc1 (centres undefined)	2	-3	1
Cc1ccc(S(=O)(=O)N2CCN(c3nc(-c4ccccc4)nc4ccccc34)CC2)cc1	4	0	-21
COc1ccc2[nH]c(CN3CCN(CCC(C)C)C(CCO)C3)c(C)c2c1 (centres undefined)	-7	-9	15
COc1ccc(COC(=O)C2=C(C)NC(=O)NC2c2ccc(OC)cc2)cc1 (centres undefined)	2	/	-3
COc1cc(-c2nc(C(C)=O)c(C)n2O)cc(OC)c1OC	-4	-8	0
Cc1ccc2oc(=O)n(CCC(=O)N3CCN4CCNC(=O)C4C3)c2c1 (centres undefined)	5	/	-1
CC1=C(C(C)C2NCC(C)CC2O)CCC2C3=C(C(=O)C12)C1(C)CCC(O)CC1=CC3 (centres undefined)	-9	/	8
CC1CCC2(CC1)OCC(C(=O)NCc1cccnc1)N2C(=O)c1ccccc1C(F)(F)F (centres undefined)	-3	-5	1
CC(C)Cn1c(N)c(C(=O)CSc2nnc(C3CC3)n2C2CC2)c(=O)n(C)c1=O	-4	-8	10
Nc1nnc(SCC(=O)Nc2nc3ccccc3s2)s1	-3	-6	-2
O=C(Cc1cccc2ccccc12)N1CCN(c2ncnc3c2nnn3-c2ccccc2)CC1	-6	-7	-7
O=C(Nc1cccc(C(F)(F)F)c1)C1CC=CCC1C(=O)N1CCN(c2ccccn2)CC1 (centres undefined)	-3	/	-11
COc1ccc(C2=NC(=Cc3ccc(Cl)s3)C(=O)O2)cc1	-2	-3	2
O=C(NCc1cccs1)c1cccnc1N1CCN(C(=O)c2ccc(-c3cccc(Cl)c3)s2)CC1	-5	-6	-1
COc1cc(-c2nccn2CCCn2nc(C)nc2C)ccc1O	-3	-17	20
C/C(=N/OC(=O)c1ccc(OC(C)C)cc1)c1ccc(C)c(C)c1	-3	/	-5
CC(C)C(NC(=O)Cc1csc(NS(C)(=O)=O)n1)c1ccc(Cl)cc1 (centres undefined)	-5	/	-4
CC1CCC2(CC1)NC(=O)N(CN1CCc3sccc3C1c1cccs1)C2=O (centres undefined)	-12	-8	2
C=CCN(CC(=O)N1CCc2sccc2C1COc1ccc(F)cc1)C(=O)c1ccccc1F (centres undefined)	-8	-7	-3
O=C(NCC1CCCN(C(=O)c2cc[n+]([O-])cc2)C1)c1ccc(-c2ccccc2)cc1 (centres undefined)	-8	-12	-3
O=C(c1cccc(Cl)c1)C1CCCN(S(=O)(=O)c2ccsc2)C1 (centres undefined)	-6&-6	-6	16&0
COc1cc(CNCC(C)C)c(Br)cc1OCC(=O)NCc1ccccc1	7	/	-9
CC(CS(C)(=O)=O)NC(=O)c1cc(Br)c[nH]1 (centres undefined)	-5	-14	16
CN(C)C(CNc1ncccc1C#N)c1cccc(F)c1 (centres undefined)	-4	-2	-3
COc1cccc(NC(=O)CSc2nnc3[nH]c(=O)c(Cc4ccc(C)cc4)nn23)c1	-7	-8	1
CN(Cc1ccco1)C(=O)/C=C/c1ccc(N2CCCCCC2)cc1	-8	/	1
CN(C)c1cccc2c(S(=O)(=O)Nc3nccnc3N3CCN(C(=O)c4ccccc4)CC3)cccc12	-10	-4	-2
CCCn1nnnc1NCc1ccccc1OCc1cccs1	-5	-7	0
CC(N)CN(C)c1ccccc1 (centres undefined)	4	/	-2
O=C(NCCSC1Sc2ccccc2NC1=O)NCCc1ccccc1 (centres undefined)	-7	-4	3
CC(=O)N1CCN(C(=O)c2csc(COc3cccc(C(F)(F)F)c3)n2)CC1	-8	-5	10
Cc1cc(=O)c(C(=O)Nc2ccc(Cl)cn2)nn1-c1ccccc1F	-21	/	2
Cc1cc(NCc2c(F)cccc2Cl)ccc1N1CCCC1=O	-17	/	8
O=C(c1ccc(C2CCCO2)s1)N1C[C@@H]2[C@H](C1)[C@H]1CC[C@@H]2O1 (some centres undefined)	-7	-18	18
CC(C)Cn1cncc1CN1CC(C(=O)O)CC1=O (centres undefined)	-6	/	2
CC1(C)CNC(=O)CN(C(=O)CCc2ccccc2)C1	-3	-7	2

Compound activity (PubChem)
